Vif-APOBEC3F blk: qHTS for Inhibitors of Vif-A3F Interactions: qHTS | HeLa A3F-eYFP + Vif (tagged APOBEC3F with the HIV-1 protein that degrades it), YFP fluorescence increase | Potency, µM (highest dose often 46.1 µM), inactives show at the top dose activity, negative = active | hit rate 0.2% among 390,000 | AID 602313, 2012; note: potency is the fitted concentration of half-maximal effect; % of control where 0% means no effect; nearly all actives have a fitted effect of over 65% in size
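HeLa cells stably expressing Vif plus C-terminally eYFP-tagged A3F were seeded, incubated overnight at 37 deg C, dosed with compound, incubated overnight again at 37 deg C. Yellow fluorescence (Ex 488/Em 500-530) reported blocked Vif-mediated A3F-eYFP degradation.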
rTrxR1 inhibitor: qHTS Assay for Inhibitors of Mammalian Selenoprotein Thioredoxin Reductase 1 (TrxR1): qHTS. hit rate 1% among 390,000. recombinant rTrxR1, NADPH fluorescence consumption, selenite substrate. AID 588453, 2011. Potency, µM (highest dose often 114 µM), without a hit: at the highest dose activity change, negative = inhibition, hits mostly inhibitors; note: potency is the fitted concentration of half-maximal effect; % is set by controls: 0 for no effect and ±100 for the full control effect; nearly all actives have a fitted effect of over 65% in size
Target sequence (O89049 whole entry, looked up): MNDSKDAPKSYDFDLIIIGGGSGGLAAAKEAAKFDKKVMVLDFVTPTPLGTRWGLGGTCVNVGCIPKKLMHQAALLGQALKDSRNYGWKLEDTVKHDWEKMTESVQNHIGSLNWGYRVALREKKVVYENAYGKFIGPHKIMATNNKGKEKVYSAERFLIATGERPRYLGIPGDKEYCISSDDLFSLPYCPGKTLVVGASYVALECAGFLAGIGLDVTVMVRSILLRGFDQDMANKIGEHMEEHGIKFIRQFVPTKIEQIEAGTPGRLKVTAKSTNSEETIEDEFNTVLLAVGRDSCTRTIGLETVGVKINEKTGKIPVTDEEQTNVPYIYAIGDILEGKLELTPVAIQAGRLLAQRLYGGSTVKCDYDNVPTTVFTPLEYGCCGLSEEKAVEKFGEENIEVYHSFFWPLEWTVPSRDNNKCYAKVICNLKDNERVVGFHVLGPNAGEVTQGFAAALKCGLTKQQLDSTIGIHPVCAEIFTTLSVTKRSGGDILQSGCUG
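Rat TrxR1 (90 nM in the dispensed reagent) was pre-reduced with 400 uM NADPH for 5 min at room temperature, then incubated with compound for 15 min. After 400 uM selenite was added, NADPH fluorescence (Ex 340/Em 450 nm) was followed for 8 min.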
Vif-A3G inh: qHTS for Inhibitors of Vif-A3G Interactions: qHTS; DNA dC->dU-editing enzyme APOBEC-3G (Homo sapiens), Q9HC16; HeLa A3G-eYFP + Vif (tagged APOBEC3G with the HIV-1 protein that degrades it), YFP fluorescence, overnight; Potency, µM (highest dose often 46.1 µM), for the others: at the highest dose activity, negative = active, hits mostly inhibitors; hit rate 0.076% among 410,000; AID 602310, 2012;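 note: potency is the fitted concentration of half-maximal effect; % is set by controls: 0 for no effect and ±100 for the full control effect; nearly all actives have a fitted effect of over 60% in size; hits raise eYFP signal because A3G escapes Vif-driven loss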
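Read-out is eYFP fluorescence (Ex 488/Em 500-530) from Vif-expressing HeLa A3G-eYFP cells; more signal means A3G escaped Vif-mediated degradation. Cells plated overnight, compound pinned in, incubated overnight at 37 deg C.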
IDH1 R132H inh: qHTS for Inhibitors of mutant isocitrate dehydrogenase 1 (IDH1): qHTS; hit rate 0.093% among 390,000; AID 602179, 2012; Potency, µM (series often up to 76.6 µM), without a hit: at the top dose activity change, negative = inhibition, usual class: inhibitors; IDH1-R132H enzyme, NADPH consumption, diaphorase/resazurin fluorescence; note: potency is the fitted concentration of half-maximal effect; % is set by controls: 0 for no effect and ±100 for the full control effect; nearly all actives have a fitted effect of over 65% in size
Target sequence (O75874 whole entry R132H, stated change not applied): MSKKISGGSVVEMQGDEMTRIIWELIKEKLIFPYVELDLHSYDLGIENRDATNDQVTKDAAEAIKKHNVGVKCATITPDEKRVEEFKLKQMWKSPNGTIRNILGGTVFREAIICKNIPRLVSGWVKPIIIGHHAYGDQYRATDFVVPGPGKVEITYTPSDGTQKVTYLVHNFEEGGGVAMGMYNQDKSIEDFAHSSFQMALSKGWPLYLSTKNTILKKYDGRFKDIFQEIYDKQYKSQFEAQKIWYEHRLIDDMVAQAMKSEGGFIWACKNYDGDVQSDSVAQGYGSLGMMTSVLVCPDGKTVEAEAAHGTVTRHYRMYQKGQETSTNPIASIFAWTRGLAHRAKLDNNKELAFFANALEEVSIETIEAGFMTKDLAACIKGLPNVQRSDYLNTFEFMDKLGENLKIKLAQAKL
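IDH1-R132H (0.5 ug/mL dispensed) in pH 7.5 Tris buffer was preincubated 30 min with compound, then given a substrate mix of 0.016 mM NADPH and 2 mM alpha-KG for 80 min at room temperature; remaining NADPH was read by diaphorase/resazurin fluorescence.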
Glioma ERSR ind: qHTS for Inducers of the Endoplasmic Reticulum Stress Response (ERSR) in Human Glioma: qHTS; Potency, µM, without a hit: at the top dose activation, usual class: activators; U87-MG GRP78 promoter luciferase reporter, 16 h; AID 602332, 2012; hit rate 0.02% among 420,000; note: potency is the fitted concentration of half-maximal effect; series mostly up to about 76 µM; % of control where 0% means no effect; nearly all actives have a fitted effect of over 35% in size
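Stably transfected U87-MG glioma cells carrying a GRP78-based luciferase sensor; 16 h compound incubation. Luminescence end-point read 10 min after Bright-Glo addition at room temperature.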
RGS4 inhibitor: Inhibitors of Regulator of G Protein Signaling (RGS) 4: qHTS. Regulator of G-protein signaling 4 (Homo sapiens), P49798. Transcreener GDP fluorescence polarization, RGS4-accelerated GTP hydrolysis. Potency, µM (highest dose often 114 µM), for the others: at the highest dose activity change, negative = inhibition, usual class: inhibitors. hit rate 0.039% among 390,000. AID 504845, 2011; note: potency is the fitted concentration of half-maximal effect; % is set by controls: 0 for no effect and ±100 for the full control effect; nearly all actives have a fitted effect of over 75% in size; some results filed as inactive show a strong effect at the top dose
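MLSMR compounds (23 nl, pin-transferred) preincubated 10 min at room temperature with a 500nM (2x) first reagent, then RGS4 at 900nM (2x) plus Transcreener GDP mix added; fluorescence polarization (620/688 nm) read before and after 90 min at 30 °C.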
USP1-UAF1 inh: Inhibitors of USP1/UAF1: Primary Screen; recombinant USP1/UAF1, Ub-Rhodamine cleavage fluorescence; hit rate 0.23% among 390,000; Ubiquitin carboxyl-terminal hydrolase 1 (Homo sapiens), O94782; AID 743255, 2014; Potency, µM (highest dose often 57.1 µM), for inactives: top-dose activity change, negative = inhibition, most hits filed as inhibitors; note: potency is the fitted concentration of half-maximal effect; % is set by controls: 0 for no effect and ±100 for the full control effect; nearly all actives have a fitted effect of over 60% in size; inactives centre near -12
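Step one: compound is pinned into 1nM USP1/UAF1 in HEPES pH 7.8 buffer with TCEP. Step two: 15 min room-temperature incubation. Step three: Ub-Rho (150nM final) starts cleavage, tracked by fluorescence over six one-minute reads.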
LDHA inh: qHTS assay for inhibitors of human lactate dehydrogenase; activity change, % (values are at about 110 or 230 µM); AID 1347041, 2019; purified LDHA, NADH/diaphorase-resazurin fluorescence; stronger effect = lower value; hit rate 0.15% among 480,000; in the data active = activity change below about -30%; inconclusive = mostly about -25% to -30%;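 note: plate controls were DMSO wells for no effect and wells without enzyme for full effect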
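Remaining NADH was detected by diaphorase (0.133 mg/mL) converting 37 µM resazurin to fluorescent resorufin, read at 0 and 20 minutes. The preceding 5-minute room-temperature reaction used 2 nM LDHA, 0.2 mM sodium pyruvate and 0.06 mM NADH at pH 7.4.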
TrxR1 substrate: qHTS Assay for Substrates of Mammalian Selenoprotein Thioredoxin Reductase 1 (TrxR1): qHTS; purified TrxR1 substrate turnover, NADPH consumption readout; Potency, µM (series often up to 114 µM), for inactives: top-dose activity change, negative = substrate turnover; AID 588456, 2011; hit rate 0.01% among 390,000; note: potency is the fitted concentration of half-maximal effect; % is set by controls: 0 for no effect and ±100 for the full control effect; nearly all actives have a fitted effect of over 50% in size
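Rat TrxR1, dispensed at 90 nM, was prereduced with 400 uM NADPH (final) for 5 min at ~22 deg C, then incubated with compound 15 min before 400 uM selenite. A first-read NADPH fluorescence drop versus no-compound background flagged substrates.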
* = called active by the depositor; & = joins results of further samples; [ ] = another dose, or the depositor's remark. Unless noted, calls come from the whole dose curve; as a rule, active = well fitted curve in the direction sought with a large enough effect; inconclusive = small, poorly fitted or top-dose-only effect, or another doubt; inactive = no such curve, though single readings can be large; an effect the other way counts as inactive or inconclusive.

What do the screens show for `CC(=O)Nc1ccc(SCC(=O)N(C)C2CCS(=O)(=O)C2)cc1` (stereo not given)?
Vif-APOBEC3F blk: 20.7%; rTrxR1 inhibitor: 21.1%; Vif-A3G inh: 4.4%; IDH1 R132H inh: 6.2%; Glioma ERSR ind: -2.2%; RGS4 inhibitor: -38.8%; USP1-UAF1 inh: -21.3%; LDHA inh: -0.8; TrxR1 substrate: 3.2%

How did CCn1ccnc1CN(C)Cc1nc(-c2cccc(Cl)c2)no1 do in these assays?
Vif-APOBEC3F blk: 2.0%; rTrxR1 inhibitor: -2.5%[57.1 µM]; Vif-A3G inh: -4.0%; IDH1 R132H inh: 4.6%; Glioma ERSR ind: inconclusive; RGS4 inhibitor: -13.7%; USP1-UAF1 inh: -15.7%; LDHA inh: -3.3; TrxR1 substrate: -13.8%[57.1 µM]

What do the screens show for `COc1ccc(C(=O)N2CCN(S(=O)(=O)c3ccc4c(c3)OCCO4)CC2)cc1OC`?
Vif-APOBEC3F blk: -9.5%; rTrxR1 inhibitor: -2.5%; Vif-A3G inh: -1.6%; IDH1 R132H inh: 0.0%; Glioma ERSR ind: -4.3%; RGS4 inhibitor: 2.8%; USP1-UAF1 inh: -13.0%; LDHA inh: -0.6; TrxR1 substrate: -0.7%

What do the screens show for `COc1ccc(/C=C/c2ccccc2)cc1[C@H]1[C@@H]2C=CCC[C@@]2(C)C(=O)N1Cc1ccccc1`?
Vif-APOBEC3F blk: 1.0%; rTrxR1 inhibitor: -3.7%; Vif-A3G inh: 1.5%; IDH1 R132H inh: -7.9%; Glioma ERSR ind: 1.1%; RGS4 inhibitor: -10.6%; USP1-UAF1 inh: -22.0%; LDHA inh: 0.4; TrxR1 substrate: 15.4%

How did O=C(NCC(c1ccc(F)cc1)N1CCOCC1)c1ccco1 (stereo not given) do in these assays?
Vif-APOBEC3F blk: -15.0%; rTrxR1 inhibitor: -4.2%; Vif-A3G inh: -3.9%; IDH1 R132H inh: -0.5%; Glioma ERSR ind: -2.2%; RGS4 inhibitor: 12.0%; USP1-UAF1 inh: -15.7%; LDHA inh: -4.7; TrxR1 substrate: -5.1%

Results for CN(C)C(CNC(=O)c1ccc(OCc2cn3ccccc3n2)cc1)c1ccco1 (stereo not given) ?
Vif-APOBEC3F blk: 1.2%; rTrxR1 inhibitor: 29.4%; Vif-A3G inh: 0.6%; IDH1 R132H inh: -3.0%; Glioma ERSR ind: -1.1%; RGS4 inhibitor: -20.7%; USP1-UAF1 inh: -8.3%; LDHA inh: -3.6; TrxR1 substrate: 18.0%

Results for CCc1ccc(NC(=O)CSc2nnc(COc3ccc4c(c3)CCCC4)o2)cc1 ?
Vif-APOBEC3F blk: -0.1%; rTrxR1 inhibitor: 10.6%[57.1 µM]; Vif-A3G inh: -1.6%; IDH1 R132H inh: 1.7%; Glioma ERSR ind: -1.3%; RGS4 inhibitor: -1.6%; USP1-UAF1 inh: -14.5%; LDHA inh: 3.4; TrxR1 substrate: -5.2%

Results for CCC1CN(C(=O)NCc2ccc(C)cc2)c2cc(Cl)ccc2O1 (stereo not given) ?
Vif-APOBEC3F blk: -10.9%&0.9%; rTrxR1 inhibitor: 17.9%&-10.5%; Vif-A3G inh: -6.9%&4.0%; IDH1 R132H inh: 0.3%&9.3%; Glioma ERSR ind: -2.5%&-5.4%; RGS4 inhibitor: 16.7%&4.3%; USP1-UAF1 inh: -17.2%&-22.1%; LDHA inh: 1.3&-5.2; TrxR1 substrate: 0.0%

What do the screens show for `Cc1ccc(CN2CCSc3ccc(C(=O)N4CCN(c5ccc(Cl)cc5)CC4)cc32)cc1`?
Vif-APOBEC3F blk: 1.4%; rTrxR1 inhibitor: 114.4%[activator]; Vif-A3G inh: -1.5%; IDH1 R132H inh: -6.7%; Glioma ERSR ind: -1.9%; RGS4 inhibitor: 6.9%; USP1-UAF1 inh: -9.2%; LDHA inh: -0.3; TrxR1 substrate: 70.0%[activator]

Results for Clc1ncnc2[nH]ccc12 ?
Vif-APOBEC3F blk: 1.6%; rTrxR1 inhibitor: -1.2%[2.29 µM]; Vif-A3G inh: 3.9%; IDH1 R132H inh: -4.6%; Glioma ERSR ind: -3.5%; RGS4 inhibitor: 13.8%; USP1-UAF1 inh: 15.6%; LDHA inh: -8.5; TrxR1 substrate: 8.0%[57.1 µM]

How did COc1ccc(N=C(c2ccccc2)c2c(C)[nH]n(-c3ccccc3)c2=O)c(OC)c1 do in these assays?
Vif-APOBEC3F blk: 4.1%; rTrxR1 inhibitor: 0.7%; Vif-A3G inh: -3.7%; IDH1 R132H inh: 9.9%; Glioma ERSR ind: -0.6%; RGS4 inhibitor: -10.6%; USP1-UAF1 inh: -8.2%; LDHA inh: -2.3; TrxR1 substrate: -11.5%

What do the screens show for `COc1cccc(-c2c(C(=O)N/N=C/c3cccs3)nnn2-c2nonc2N)c1`?
Vif-APOBEC3F blk: -0.5%; rTrxR1 inhibitor: -7.9%; Vif-A3G inh: 0.4%; IDH1 R132H inh: 6.6%; Glioma ERSR ind: 1.5%; RGS4 inhibitor: -26.2%[56.9 µM]; USP1-UAF1 inh: -22.5%; LDHA inh: -5.8; TrxR1 substrate: -11.4%

Results for CN(C)CCN1C(=O)C(O)=C(C(=O)c2ccco2)C1c1ccccc1F (stereo not given) ?
Vif-APOBEC3F blk: 0.2%; rTrxR1 inhibitor: -7.4%[57.1 µM]; Vif-A3G inh: 0.4%; IDH1 R132H inh: 10.5%; Glioma ERSR ind: -0.6%; RGS4 inhibitor: 17.8%; USP1-UAF1 inh: -10.3%; LDHA inh: 3.4; TrxR1 substrate: -0.7%[57.1 µM]

Results for Cc1ccc(CNC(=O)CN2N=C(c3ccc(C)cc3)CCC2=O)cc1 ?
Vif-APOBEC3F blk: -8.7%; rTrxR1 inhibitor: 22.9%[57.1 µM]; Vif-A3G inh: -0.5%; IDH1 R132H inh: -5.0%; Glioma ERSR ind: -1.1%; RGS4 inhibitor: 0.6%; USP1-UAF1 inh: 8.0%; LDHA inh: 1.9; TrxR1 substrate: 7.9%[57.1 µM]

How did COc1ccc2sc(N(CCN(C)C)C(=O)c3ccc4ccccc4c3)nc2c1 do in these assays?
Vif-APOBEC3F blk: 6.0%; rTrxR1 inhibitor: 15.0%; Vif-A3G inh: -5.0%; IDH1 R132H inh: 5.5%; Glioma ERSR ind: -1.5%; RGS4 inhibitor: 0.6%; USP1-UAF1 inh: -18.5%; LDHA inh: -2.2; TrxR1 substrate: -8.1%

How did Cc1cccc2cc(CN(Cc3ccccc3)C(=S)NCCCN(C)C)c(=O)[nH]c12 do in these assays?
Vif-APOBEC3F blk: -11.1%; rTrxR1 inhibitor: -2.9%; Vif-A3G inh: -6.5%; IDH1 R132H inh: 1.5%; Glioma ERSR ind: -2.9%; RGS4 inhibitor: -3.8%; USP1-UAF1 inh: -24.8%; LDHA inh: -5.5; TrxR1 substrate: -0.1%

How did CC(C)(C)C1CCc2c(sc(NC(=O)c3cccc(Cl)c3)c2C(N)=O)C1 (stereo not given) do in these assays?
Vif-APOBEC3F blk: 4.1%; rTrxR1 inhibitor: 6.0%; Vif-A3G inh: 1.8%; IDH1 R132H inh: 0.0%; Glioma ERSR ind: 0.1%; RGS4 inhibitor: 30.6%; USP1-UAF1 inh: -7.3%; LDHA inh: -7.1; TrxR1 substrate: -1.4%

What do the screens show for `O=C1C2C3C=CC(CC3)C2C(=O)N1c1ccc([N+](=O)[O-])cc1` (stereo not given)?
Vif-APOBEC3F blk: -3.4%; rTrxR1 inhibitor: -2.4%[57.1 µM]; Vif-A3G inh: -0.7%; IDH1 R132H inh: 1.1%; Glioma ERSR ind: -4.0%; RGS4 inhibitor: 11.9%; USP1-UAF1 inh: 2.2%; LDHA inh: -7.7; TrxR1 substrate: 8.6%[57.1 µM]

Results for O=C1c2ccccc2C(=O)N1c1ccc(Cc2ccncc2)cc1 ?
Vif-APOBEC3F blk: 11.4%; rTrxR1 inhibitor: 17.5%; Vif-A3G inh: 0.0%; IDH1 R132H inh: 7.3%; Glioma ERSR ind: 3.1%; RGS4 inhibitor: -10.9%; USP1-UAF1 inh: -26.6%; LDHA inh: -8.2; TrxR1 substrate: 5.8%

High-throughput results as filed in PubChem.

A portion of the library. The share of hits here may be higher or lower than overall.
